Bioassay records from PubChem.
Bim-Bfl-1 = inhibitors of Bim-Bfl-1 interaction, human. Q16548. Bead-based flow cytometry, Bim-Bfl-1 binding inhibition. actives 0.12% (n = 190,000). inhibition, % at 10 µM;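 further: 0% = wells without compound plus tracer and 100% = blocker peptide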
Bcl-2 Bim block = disrupts Bim peptide binding to human Bcl-2; P10415; Bead-based flow cytometry, Bim peptide-Bcl-2 binding; inhibition, % at 10 µM; actives 0.06% (n = 190,000); in the data active means inhibition above about 40%; inconclusive means no clear call, values can overlap the other calls;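 further: 0% = no compound wells with probe peptide and 100% = reference peptide inhibitor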
Target sequence (P10415 whole entry, looked up): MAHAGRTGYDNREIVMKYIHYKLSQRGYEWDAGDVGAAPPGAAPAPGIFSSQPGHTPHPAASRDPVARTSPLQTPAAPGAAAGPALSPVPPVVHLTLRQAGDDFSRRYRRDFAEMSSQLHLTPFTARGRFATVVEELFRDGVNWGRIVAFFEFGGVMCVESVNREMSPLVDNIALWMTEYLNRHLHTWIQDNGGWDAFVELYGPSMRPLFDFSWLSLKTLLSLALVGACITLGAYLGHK
GSH fluor = compound fluoresces at 488/530 nm on GSH beads; actives 0.25% (n = 190,000); fluorescence (KMESF) at 10 µM; GSH beads flow cytometry, compound fluorescence 488/530 nm; stronger effect = higher value; in the data active means fluorescence above about 89;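 further: glutathione beads carrying GST-tagged Bcl family fusion proteins plus one bare bead set; values are compound well signal with DMSO vehicle wells as background; inactives centre near 16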
Bim-Bcl-B = inhibitors of Bim-Bcl-B interaction, human; inhibition, % at 10 µM; Q9HD36; bead-based flow cytometry, Bim peptide-Bcl-B binding; actives 0.073% (n = 190,000);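 further: 0% = tracer peptide without compound and 100% = reference inhibitor peptide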
Target sequence (Q9HD36 whole entry, looked up): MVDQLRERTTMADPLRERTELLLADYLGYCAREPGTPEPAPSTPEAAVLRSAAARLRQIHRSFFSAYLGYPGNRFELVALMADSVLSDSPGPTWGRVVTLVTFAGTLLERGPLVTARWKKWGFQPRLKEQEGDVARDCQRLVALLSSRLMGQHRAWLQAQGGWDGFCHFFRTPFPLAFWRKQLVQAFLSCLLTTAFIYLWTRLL
Bim-Bcl-W = inhibitors of Bim-Bcl-W interaction, human. actives 0.02% (n = 190,000). inhibition, % at 10 µM. bead-based flow cytometry, Bim peptide-Bcl-W binding;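 further: 0% = bound tracer without compound and 100% = peptide blocker; higher means less fluorescent Bim peptide bound to Bcl-W beads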
Target sequence (Q92843 whole entry, looked up): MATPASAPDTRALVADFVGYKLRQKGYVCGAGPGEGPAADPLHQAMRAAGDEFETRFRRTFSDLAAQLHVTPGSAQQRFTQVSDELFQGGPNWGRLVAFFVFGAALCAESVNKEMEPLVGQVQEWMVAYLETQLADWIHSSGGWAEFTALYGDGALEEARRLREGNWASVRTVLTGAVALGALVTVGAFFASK
Bim-Bcl-XL = human Bim-Bcl-XL interaction inhibition. Bim peptide-Bcl-XL binding, bead flow cytometry, fluorescence. inhibition, % at 10 µM. actives 0.04% (n = 190,000). Q07817. AID 1007
Target sequence (Q07817 whole entry, looked up): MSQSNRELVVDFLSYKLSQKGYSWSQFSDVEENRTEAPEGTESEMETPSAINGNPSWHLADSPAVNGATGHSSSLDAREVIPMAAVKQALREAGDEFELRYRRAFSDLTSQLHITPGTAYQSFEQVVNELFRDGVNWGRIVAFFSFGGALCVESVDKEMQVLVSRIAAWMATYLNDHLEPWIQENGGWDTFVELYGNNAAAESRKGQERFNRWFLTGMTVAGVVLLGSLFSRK
RGS7-Gao = modulates binding of RGS7 to human Galphao; Multiplexed bead flow cytometry; actives lie on both sides; P09471; binding response (% of control), % at 10 µM; actives 0.35% (n = 220,000); in the data active means binding response below about 49% or above about 150%; inconclusive means no clear call, values can overlap the other calls; inactive means in between;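 further: fluorescent Galphao held in activated GDP-AlF4 state binding bead-coupled RGS7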
RGS4-Gao reg = human RGS4-Galphao interaction regulation; P09471; Multiplexed bead flow cytometry, RGS4-Galphao binding; actives lie on both sides; binding response (% of control), % at 10 µM; actives 0.33% (n = 220,000); AID 1415; in the data active means binding response below about 49% or above about 150%; inactive means in between;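 further: fluorescent Galphao activated with aluminum fluoride binding bead-coupled RGS4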
RGS8-Gao = human RGS8-Galphao interaction regulation; multiplexed bead flow cytometry, RGS8-Galphao binding; actives lie on both sides; actives 0.34% (n = 220,000); P09471; response (percent of control binding), % at 10 µM; in the data active means response below about 60% or above about 140%; inactive means in between;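 further: Galphao activated as the GDP aluminium fluoride complex binding bead-coupled RGS8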
Bim-Mcl-1 = inhibitors of Bim-Mcl-1 interaction, human. Bead-based flow cytometry, Bim peptide-Mcl-1 binding. inhibition, % at 10 µM. actives 0.1% (n = 190,000). AID 1009;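 further: 0% = no compound tracer wells and 100% = peptide blocker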
Mcl1 Bid PPI = disrupts binding of human Mcl-1 to Bid peptide | TR-FRET Mcl-1/Bid-Dy647 peptide binding, 1536-well | inhibition, % at 21.7 µM | actives 0.97% (n = 220,000) | AID 1021;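 active means compounds that cut the binding signal by more than half at the single screening dose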;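 further: His-tagged Mcl-1 with europium anti-His antibody binding Bid BH3 peptide; 0% = Mcl-1 plus peptide wells and 100% = peptide-only wells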
An asterisk follows results filed as active; ? = inconclusive; [ ] = remark or other dose. Unless noted, no stated cut-off is given here; in the data, active means inhibition above about 40%.

SMILES	Bim-Bfl-1	Bcl-2 Bim block	GSH fluor	Bim-Bcl-B	Bim-Bcl-W	Bim-Bcl-XL	RGS7-Gao	RGS4-Gao reg	RGS8-Gao	Bim-Mcl-1	Mcl1 Bid PPI
COCCNC(=O)c1cnn2c(C(F)(F)F)cc(-c3ccc(C)cc3)nc12	-3	-1	9	0	0	2	99	102	103	1	-23
COc1ccc(NC(=O)CC(=O)Nc2ccc(OC)cc2OC)c(OC)c1	-10	-3	31	-5	0	-2	174*[activator]	114	99	2	-52
COc1ccc(NC(=O)CC2CCCC2)cc1S(=O)(=O)N1CCCCC1	0	-2	9	-2	0	-4	99	102	103	0	-43
COc1ccc(NC(=S)NCCNC(C)=O)cc1	-3	-1	9	-3	0	-1	93	101	100	1	-37
CCc1cc2c3c(c1)C1(C(=O)N3C(C)(C)CC2C)C(C#N)=C(N)N2C(=C1C#N)Nc1ccccc12 (stereo not drawn)	-6	-8	10	-11	-7	-9	107	102	103	-7	14
Cc1cc(Nc2ccc(C(C)C)cc2)n2ncnc2n1	-5	-7	24	-3	-2	-5	89	91	71	-4	8
COc1ccc(NC(=O)C(CC(C)C)NC(=O)c2ccccc2C)cn1 (stereo not drawn)	-2	-3	8	-2	0	-3	99	99	100	-1	-15
COCCCNC(=O)c1cc2c(s1)CS(=O)(=O)C2	5	6	21	1	0	8	99	101	103	1	9
COc1ccc(CNC(=O)CCCc2ccccc2)cc1	-1	-3	10	0	-5	-2	100	100	103	-4	-16
CC(C)CNC(=O)COC(=O)c1cc(S(=O)(=O)N(C)C)ccc1N1CCCC1	-4	-3	14	2	-3	0	110	106	105	0	-24
Cc1cc(C(=O)COC(=O)c2cccnc2Cl)c(C)n1-c1c(C)n(C)n(-c2ccccc2)c1=O	-10	-3	11	-5	-1	-3	106	108	109	-4	-24
CCc1ccc(S(=O)(=O)NCc2csc(-c3ccccc3)n2)s1	-10	-4	17	-9	0	0	99	104	105	2	10
CCOc1ccc(N(CC(=O)NC(C)(C)C)S(=O)(=O)c2c(C)noc2C)cc1	-6	-9	14	-8	-5	-8	104	104	104	-1	-1
O=C(O)CN(c1ccccc1[N+](=O)[O-])S(=O)(=O)c1ccccc1	-5	-1	13	-1	0	-2	117	114	110	0	-8
O=C(CSc1nc2cc(Cl)ccc2s1)N1CCCc2ccccc21	0	0	15	-2	-2	-5	100	100	100	-1	-11
O=C(c1cccc(OC2CCN(C3CCCC3)CC2)c1)N1CCCCCCC1	-6	-6	53	-7	0	-7	103	101	104	-1	-13
COCCNC(=O)C(c1ccc(F)cc1)N(C(=O)CCC(=O)Nc1nccs1)c1cccc(C)c1 (stereo not drawn)	-5	-2	14	-4	-2	0	105	100	100	-5	-5
COc1ccc(N(CC(=O)Nc2c(C)n(C)n(-c3ccccc3)c2=O)S(=O)(=O)c2ccc(C)cc2)cc1	-5	-6	10	-4	-1	-5	104	103	101	-2	-41
Cc1cccc(N2CCN(c3ccc(N4C(=O)CCCC4=O)cc3[N+](=O)[O-])CC2)c1C	-1	1	4	-2	-1	-1	102	102	101	-3	-7
CCOc1ccc(NC2=NCCC(=O)N2Cc2cccs2)cc1	-2	-3	7	0	0	-1	103	105	103	-2	-37
CC(=O)Nc1ccc(NC(=O)COC(=O)c2ccc(C)s2)cc1	-10	-1	15	-6	1	-3	94	97	98	-2	-42
CC(=O)NC1N=C(C)N(c2ccccc2)C1=O (stereo not drawn)	-10	-3	37	-9	0	0	104	95	96	-3	-17
Cc1ccc(-n2nc3c4c(cccc4c2=O)-c2ccccc2-3)cc1	-7	-9	8	0	1	0	99	104	103	0	0
COc1ccc(-n2c3c(cc(C(=O)N4CCN(CCO)CC4)c2=O)C(=O)CC(C)(C)C3)cc1	-2	-2	11	0	-3	-4	101	103	102	-8	-20
Cc1ccc(N=Cc2nc(/C=C/c3cccc([N+](=O)[O-])c3)oc2O)cc1	-4	-3	27	-5	-3	-3	98	96	103	-1	2
Cn1c(=O)c(-c2ccccc2)nc2ccccc21	-28	-34	35	-37	-24	-25	102	107	106	-30	-3
O=C(Cn1c(-c2ccccc2)noc1=O)Nc1ccc(S(=O)(=O)N2CCOCC2)cc1	-14	-10	12	-9	4	-3	101	104	102	-1	-13
Cc1nn(-c2ccccc2Cl)c(Cl)c1/C=N/Nc1cccc(C(=O)O)c1	-17	-9	19	-4	-3	-4	98	96	98	-12	-24
O=C1C2C3C=CC(C3)C2C(=O)N1CN(Cc1ccccc1)CN1C(=O)C2C3C=CC(C3)C2C1=O (stereo not drawn)	-1	-3	6	-3	-2	-7	104	107	102	-2	-19
CC(C)NS(=O)(=O)c1ccc(CCC(=O)NCc2ccco2)cc1	2	7	17	0	-5	-2	103	102	100	-2	-20
Cc1ccc(S(=O)(=O)N2C(=O)CCC2C(=O)Nn2cnnc2)cc1 (stereo not drawn)	-3	-2	52	-2	-2	-1	101	94	99	2	3
COc1cccc(N(C(=O)Cn2nnc(-c3ccc(F)cc3)n2)C(C(=O)NCC2CCCO2)c2ccc(Cl)cc2)c1 (stereo not drawn)	-6	-2	28	-6	-2	-2	108	105	104	-2	-12
CCOC(=O)/C(C)=N/NC(=O)c1cccc([N+](=O)[O-])c1	-8	-5	13	-4	-3	-5	98	101	100	-4	-7
O=C1CSCN1c1ccc(Cl)cc1	-6	-4	18	-6	-2	0	95	99	98	0	-16
C/C(=N\NC(=O)c1ccc([N+](=O)[O-])cc1Cl)c1ccccc1	-6	-3	11	-2	-1	0	96	98	100	-2	-16
CC(C)(C)c1ccc(S(=O)(=O)NNC(=O)C2CCN(Cc3cccc(F)c3)CC2)cc1	-6	-4	16	-6	-2	-5	?	101	101	-1	-33
CCn1c2c(c(=N)c3c1CCC3)CCC2	-1	1	6	-5	-1	-1	100	101	105	-3	0
CCOC(=O)/C(C#N)=C/c1cccc(F)c1	-3	-3	12	-1	0	1	106	103	104	0	-2
COc1cccc(C2CC(c3cccs3)=NN2C(=O)CSC2=NN3CCCC(=O)N=C3S2)c1OC (stereo not drawn)	-12	-8	24	-10	0	-4	99	98	101	0	5
CCN1C(=O)Cc2cc(S(=O)(=O)N3CCOCC3)ccc21	-4	0	61	1	1	-1	97	97	98	-1	-3
CC1=C(C(=O)Nc2ccccc2)C(c2ccncc2)C(C#N)=C(SCC(=O)NC(C)C)N1 (stereo not drawn)	-3	-2	10	-1	1	3	95	94	87	-6	-36
COc1ccc(CSc2nnnn2Cc2ccccc2)cc1OC	-5	0	20	2	6	0	102	100	101	2	-39
C=CCc1ccc(OCC(O)COCC)c(OC)c1 (stereo not drawn)	-11	-7	59	-6	1	-3	102	102	102	2	7
CCN(CC)c1ncccc1C(=O)NCc1cccs1	-11	-7	34	-9	3	0	100	98	100	-3	0
COc1cc(NC(=O)Nc2cccc(C(C)=O)c2)cc(OC)c1OC	-10	-2	8	-2	4	0	96	103	102	4	-18
CCOC(=O)C1CCN(C(=O)/C(C)=C\c2ccccc2)CC1	-3	1	14	-2	0	-2	106	102	101	0	-39
N#Cc1cnn(Cc2ccccc2)c1N	-14	-8	43	-11	-1	-10	90	93	96	0	36
COc1cc2cc(C(=O)Nc3ccccc3)c(N)nc2cc1OC	3	-1	20	5	7	2	95	98	113	0	8
O=C(O)C1CCCCC1C(=O)Nc1ccccc1Nc1ccccc1 (stereo not drawn)	-10	-8	11	-8	1	-5	102	104	103	1	-46
CC(=O)Nc1ccc(S(=O)(=O)NNC(=O)CCC(=O)Nc2cc(C)ccc2C)cc1	-13	-10	10	-8	-6	-10	102	101	99	-7	-7
CN(CC(=O)N1CCCC1)S(=O)(=O)c1cc(Cl)ccc1Cl	-1	0	18	0	-1	0	96	95	99	-2	-4
COc1cccc(C(=O)N2CCN(Cc3ccc4c(c3)OCO4)CC2)c1OC	-15	-3	31	-12	-1	-3	100	96	101	-2	43
CC(NS(=O)(=O)c1ccccc1)C(=O)Nc1nccs1 (stereo not drawn)	-4	-4	18	-11	-8	-6	105	101	102	-5	-49
CC(=O)NC1CCN(C(=O)N2CCCC2)CC1	-15	-7	36	-4	-1	-2	101	103	102	-4	-14
CCOc1cc(/C=C2\N=C(SCC)SC2=O)cc([N+](=O)[O-])c1OC(C)=O	-14	-10	33	-9	-1	-7	97	93	94	-5	0
CCOc1ccc(N2C(=O)CC(NCCc3ccncc3)C2=O)cc1 (stereo not drawn)	-2	-2	12	-5	-2	-2	100	102	101	-2	-15
O=C(NC(=S)Nc1cccc(-c2ccc(CO)o2)c1)c1cccs1	-2	0	14	-3	1	-3	102	100	100	0	4
O=C(NN=C1CCCC1)C1COc2ccccc2O1 (stereo not drawn)	-3	-2	26	-5	-1	0	100	99	98	0	-12
CC(C)CC(=O)N1CCN(CC2CC=CCC2)CC1 (stereo not drawn)	0	0	27	0	1	0	97	103	101	0	57*
COC(=O)c1ccccc1NC(=O)CN(C)S(=O)(=O)c1ccc(OC)c(C)c1	0	-4	28	-1	0	-2	98	98	99	-1	0

Carrying on.
SMILES	Bim-Bfl-1	Bcl-2 Bim block	GSH fluor	Bim-Bcl-B	Bim-Bcl-W	Bim-Bcl-XL	RGS7-Gao	RGS4-Gao reg	RGS8-Gao	Bim-Mcl-1	Mcl1 Bid PPI
CCCOP(=O)(c1ccc(N(C)C)cc1)C(O)c1ccccc1OC (stereo not drawn)	-14	-11	23	-8	-1	-3	98	97	99	-2	-14
O=C(CC1Oc2ccccc2NC1=O)NCc1ccccc1 (stereo not drawn)	-9	-6	26	-6	2	-3	102	106	102	-1	-9
O=c1c(Cl)c(Cl)cnn1Cc1ccccc1Cl	0	1	16	-4	-3	-4	99	95	102	0	-24
COCC(O)CSc1nc(C)[nH]c1[N+](=O)[O-] (stereo not drawn)	-1	0	11	2	1	-1	98	101	100	0	87*
N#Cc1c2n(c(=S)n(-c3ccc(F)cc3)c1=O)CCCCC2	-7	-6	19	-6	-1	-2	103	99	98	-2	2
CCOC(=O)C1=NN(c2ccccc2C)C2=NC(C)=C(C(=O)OC)C(c3cccs3)N12 (stereo not drawn)	0	0	17	-1	-2	-1	89	91	80	1	-8
COc1cc(CNn2c(C)n[nH]c2=S)cc(Cl)c1OCc1ccccc1	-9	-11	18	-20	-3	-5	105	102	99	-6	-34
CC(C)(C)c1ccc(C(=O)NNc2cc(N3CCOCC3)nc(N3CCOCC3)n2)cc1	9	3	13	4	0	-1	125	119	124	0	-31
